Compound activity from PubChem.
USP1-UAF1 inh – USP1/UAF1 (human) deubiquitinase inhibition. hit rate 0.23% among 390,000. AID 743255. O94782. recombinant USP1/UAF1, Ub-Rhodamine cleavage fluorescence. Potency, µM (doses to about 57.1 µM), for inactives: top-dose activity change, negative = inhibition, hits mostly inhibitors; further: potency means the concentration at half of the fitted maximal effect; on the % scale 0 is the no-effect control and ±100 the full control effect; nearly all actives have a fitted effect of over 60% in size; inactives centre near -12
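USP1/UAF1 complex at 1 nM was preincubated with compound for 15 min at room temperature, then Ub-Rho substrate (150nM final) was added. Fluorescence (480/540 nm) was read kinetically, 6 reads every 60 seconds.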
TRHR PAM – TRH receptor (human) allosteric enhancement; TRHR cells, fluo-8 calcium fluorescence, EC20 TRH enhancement; enhancement, % at 2 µM; hit rate 0.66% among 360,000; in the data active means enhancement above about 30%; further: 0% is about no effect
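TRHR-expressing cells loaded with fluo-8 calcium dye were read kinetically (ex 480/em 530) during compound addition, then stimulated with an EC20 of TRH (10 nM final). Enhancement of the Gq-mediated intracellular calcium response was scored.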
TrxR1 substrate – is turned over as a substrate by rat TrxR1 | O89049 | purified TrxR1 substrate turnover, NADPH consumption readout | Potency, µM (titrated, usually from 114 µM), for inactives: at the highest dose activity change, negative = substrate turnover | hit rate 0.01% among 390,000 | AID 588456; further: potency means the concentration at half of the fitted maximal effect; on the % scale 0 is the no-effect control and ±100 the full control effect; nearly all actives have a fitted effect of over 50% in size
Target sequence (O89049 whole entry, looked up): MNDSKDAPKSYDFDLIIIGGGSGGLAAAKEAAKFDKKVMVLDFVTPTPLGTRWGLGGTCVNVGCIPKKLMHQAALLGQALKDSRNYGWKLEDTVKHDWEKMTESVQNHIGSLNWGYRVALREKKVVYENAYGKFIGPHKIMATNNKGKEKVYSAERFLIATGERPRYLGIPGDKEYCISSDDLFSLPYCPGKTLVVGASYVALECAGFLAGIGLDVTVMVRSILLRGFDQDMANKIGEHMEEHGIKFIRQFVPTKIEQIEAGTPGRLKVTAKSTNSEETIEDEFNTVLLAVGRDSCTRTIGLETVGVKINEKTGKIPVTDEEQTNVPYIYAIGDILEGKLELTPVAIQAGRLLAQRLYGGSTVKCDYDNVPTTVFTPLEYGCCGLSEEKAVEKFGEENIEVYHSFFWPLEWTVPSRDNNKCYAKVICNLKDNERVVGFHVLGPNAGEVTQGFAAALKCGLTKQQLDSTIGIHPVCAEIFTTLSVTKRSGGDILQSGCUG
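Rat TrxR1, dispensed at 90 nM, was prereduced with 400 uM NADPH (final) for 5 min at ~22 deg C, then incubated with compound 15 min before 400 uM selenite. A first-read NADPH fluorescence drop versus no-compound background flagged substrates.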
IDH1 R132H inh – inhibitors of human mutant IDH1 R132H; hit rate 0.093% among 390,000; IDH1-R132H enzyme, NADPH consumption, diaphorase/resazurin fluorescence; O75874; Potency, µM (series often up to 76.6 µM), for the others: top-dose activity change, negative = inhibition, usual class: inhibitors; AID 602179; further: potency means the concentration at half of the fitted maximal effect; on the % scale 0 is the no-effect control and ±100 the full control effect; nearly all actives have a fitted effect of over 65% in size
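IDH1-R132H (0.5 ug/mL) preincubated 30 min with compound, then NADPH (0.016 mM) and alpha-KG (2 mM) added; 80 min at RT, pH 7.5. Remaining NADPH coupled via diaphorase/resazurin to fluorescence (540/590 nm); concentration-response curves normalized to no-enzyme control.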
rTrxR1 inhibitor – blocks rat thioredoxin reductase 1. Potency, µM (titrated, usually from 114 µM), for the others: at the top dose activity change, negative = inhibition, most hits filed as inhibitors. hit rate 1% among 390,000. recombinant rTrxR1, NADPH fluorescence consumption, selenite substrate; further: potency means the concentration at half of the fitted maximal effect; on the % scale 0 is the no-effect control and ±100 the full control effect; nearly all actives have a fitted effect of over 65% in size
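Rat TrxR1 (90 nM in the dispensed reagent) was pre-reduced with 400 uM NADPH for 5 min at room temperature, then incubated with compound for 15 min. After 400 uM selenite was added, NADPH fluorescence (Ex 340/Em 450 nm) was followed for 8 min.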
D2 antag – antagonists of human D2 dopamine receptor; P14416; HEK293 TREx D2 cells, calcium flux, dopamine EC80; hit rate 2% among 340,000; inhibition, % at 10 µM; AID 485344; in the data active means inhibition above about 30%; further: 0% is about no effect
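Calcium flux kinetic readout in an inducible HEK293 TREx D2 line plated overnight at 30 C. After 180 s compound exposure, an EC80 dopamine challenge follows with another 180 s kinetic read to detect antagonism.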
D2 agonist – agonists of human D2 dopamine receptor; P14416; HEK293 T-REx D2 cells, calcium flux agonist mode; activation, % at 2 µM; hit rate 0.53% among 340,000;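 active means activation over 3 SD above normal in the single-dose calcium agonist read, cut at about 30% in these data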; further: 0% is about no effect
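Agonism is scored from calcium flux in a force-coupled, inducible HEK293 cell line expressing D2, read kinetically for 180 s after compound addition against dopamine controls.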
PI4K2A inh – inhibitors of human PI4K2A. purified PI4K2A, ADP-Glo luminescence, 1 h; stronger effect = lower value. AID 1346378. activity change, negative = inhibition, % at 76.9 µM. hit rate 0.13% among 420,000; in the data active means activity change below about -50%; inconclusive means mostly about -30% to -49%;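 further: -100% = wells without enzyme as full effect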
Target sequence (Q9BTU6 whole entry, looked up): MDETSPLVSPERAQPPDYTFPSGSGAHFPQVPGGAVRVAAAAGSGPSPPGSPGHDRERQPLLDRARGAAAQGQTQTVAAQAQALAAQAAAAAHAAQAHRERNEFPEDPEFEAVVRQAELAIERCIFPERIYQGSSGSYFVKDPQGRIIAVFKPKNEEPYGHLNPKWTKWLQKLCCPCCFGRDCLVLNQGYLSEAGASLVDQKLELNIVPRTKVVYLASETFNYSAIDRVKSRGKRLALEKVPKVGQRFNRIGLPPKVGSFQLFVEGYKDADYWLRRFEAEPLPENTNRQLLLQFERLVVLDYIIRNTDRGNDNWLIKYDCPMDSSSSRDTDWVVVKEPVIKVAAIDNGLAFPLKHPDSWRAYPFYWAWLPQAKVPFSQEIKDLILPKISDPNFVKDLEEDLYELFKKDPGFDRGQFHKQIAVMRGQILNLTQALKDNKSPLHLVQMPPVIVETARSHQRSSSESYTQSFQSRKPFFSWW
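ADP-Glo luminescence measured ADP generated by PI4K2A enzyme (4 ug/mL before mixing) with 1.2 mM PI substrate (pre-mix) and 300 microM ATP (pre-mix). Tris pH7.5 buffer with MgCl2, Triton X-100; 1 h reaction at ambient temperature.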
TRHR ag – agonists of human TRH receptor. TRHR cells, calcium flux fluo-8, FDSS agonist mode. activation, % at 2 µM. hit rate 0.18% among 360,000. AID 493084; in the data active means activation above about 30%; further: 0% is about no effect
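Agonist-mode FDSS calcium read (Ex 480/Em 530, 1 s cycles) in 1536-well TRHR cells with fluo-8 dye, after 10-cycle baseline and 23 nL compound addition; TRH at EC20 (10 nM final) added afterwards for the enhancer phase.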
* hit, by the source's call; ? = inconclusive; . = no result given; & = joins results of further samples; [ ] = dose if it differs, or a comment. Unless noted, the call rests on the fitted dose curve; in most records, active means well fitted inhibition curve with a large enough effect; inconclusive means small, poorly fitted or top-dose-only effect; inactive means no such curve, though single readings can be large or run the other way. Compounds as they come; any-hit rate near 3.9%.

No.	SMILES	USP1-UAF1 inh	TRHR PAM	TrxR1 substrate	IDH1 R132H inh	rTrxR1 inhibitor
1	COC(=O)C1=C(C)NC(C)=C(C(=O)OC)C1c1ccc(-c2cc(Cl)ccc2Cl)o1	-24%	1	8%[57.1 µM]	-5%	?
2	O=C(CSc1nnc(Cc2ccccc2)o1)N1CCOCC1	4%	-2	7%	-5%	25%
3	COc1ccc(C2=NOC(Cn3nc(-c4ccccc4)cc3C(=O)NCc3ccccc3OC)C2)cc1 (configuration not stated)	-18%	.	4%[57.1 µM]	-5%	18%[57.1 µM]
4	COc1ccc(-c2nn(-c3ccccc3)cc2CO)cc1	-18%	20	12%[57.1 µM]	5%	16%[57.1 µM]
5	CCOC(=O)Cn1c(=O)oc2cc(S(=O)(=O)Nc3c(C)cc(C)cc3C)ccc21	-25%	-1	0%	3%	25%
6	Cn1c(N)c(C(=O)NCc2ccccc2)sc1=S	-13%	1	-13%	4%	-23%
7	CSc1nsc(NC(=O)Nc2ccccc2)n1	-15%	.	3%	18%	13%
8	CCc1cccc(C)c1Nc1c(-c2cccc(O)c2)nc2cnccn12	-28%	1	32%	-7%	7%
9	CCCCc1nnc(NC(=O)C2=COCCO2)s1	-17%	11	-2%	2%	7%
10	CCOc1cc(CNCCCN2CCOCC2)cc(Cl)c1OCC(=O)NC(C)(C)C	-16%	-4	-2%[11.4 µM]	8%	-34%[11.4 µM]
11	Cc1cc(C)n(S(=O)(=O)c2ccc3ccccc3c2)n1	-24%	-5	2%[57.1 µM]	-1%	5%[57.1 µM]
12	COC(=O)[C@H](Cc1ccccc1)NC(=O)NCc1ccccc1OC	-16%	-2	9%[57.1 µM]	-1%	18%
13	Cc1ccc(OCCOCCN(C)C)c(Cl)c1	0%	0	-10%	2%	-14%
14	COCCNC(=O)/C(C#N)=C/c1cc(C(C)C)c(OC)cc1C	-21%	1	0%[57.1 µM]	4%	-16%[57.1 µM]
15	C[C@@H]1CN([C@H](C)CO)C(=O)c2cc(NC(=O)Nc3cccc4ccccc34)ccc2O[C@H]1CN(C)Cc1ccc(C(F)(F)F)cc1	-21%	.	2%	-5%	19%

No.	D2 antag	D2 agonist	PI4K2A inh	TRHR ag
1	-1	-0.3	0	-0.5
2	.	.	-2	-0.1
3	.	.	-2	.
4	-26	-0.5	1	-0.6
5	-27	3.3	2	3.8
6	11	-1.1	-5	2.1
7	.	.	-3	.
8	.	.	-1	-0.3
9	21	-0.1	6	0.7
10	-4	.	-3	2.4
11	1	0.8	4	-0.5
12	-16	0.2	0	-0.6
13	10	-0.8	-1	-0.8
14	24	-0.7	9	-0.8
15	.	.	-3	.

Additional compounds
No.	SMILES	USP1-UAF1 inh	TRHR PAM	TrxR1 substrate	IDH1 R132H inh	rTrxR1 inhibitor
16	Cc1sc2ncnc(N3CCC(C(=O)NNC(=O)COc4ccccc4F)CC3)c2c1C	-22%	-1	1%	5%	12%
17	CC1(C)CC(=O)C(C=NCCc2ccccn2)=C(O)C1	-1%	13	4%[57.1 µM]	-5%	11%[57.1 µM]
18	Cc1cc(-c2n[nH]c(=S)n2/N=C/C(Cl)=C/c2ccccc2)n[nH]1	-23%	3	-12%	0%	-35%
19	CCOC(=O)C[C@H]1c2ccc(C(F)(F)F)cc2S(=O)(=O)N1C1CCCC1	5%	.	0%&3%	0%	7%&13%
20	Cc1ccc(C(=O)CSc2nc(C(C)C)nc3ccccc23)cc1	-19%	0	-9%	2%	-5%
21	CCC(C)(C)n1nnnc1CN(Cc1cc2cc(OC)ccc2[nH]c1=O)C1CCCC1	-4%	3	14%	1%	21%
22	CCN(C(=O)c1cn(C)c(=O)c2cc(OC)c(OC)cc12)c1cc(OC)ccc1OC	-16%	4	-3%	6%	-5%
23	Cc1cccc(OCCCC(=O)Nc2ccc(S(N)(=O)=O)cc2)c1	-14%	3	4%	1%	18%
24	CC(C)CCNC(=O)CN1C(=O)c2cccnc2Oc2ccccc21	1%	-4	-1%	.	-3%
25	CCCS(=O)(=O)N1CCN(S(=O)(=O)c2ccc(F)cc2)CC1	-7%	1	0%	2%	0%
26	CCOc1ccc(-c2c(=O)n(OCc3ccc([N+](=O)[O-])cc3)c3ccccc3[n+]2[O-])c(OCC)c1	-20%	.	6%	7%	21%
27	CC(C)C(NS(=O)(=O)c1ccc2c(c1)oc(=O)n2C)C(=O)NCc1ccccc1 (configuration not stated)	-21%	1	3%	-3%	13%
28	Cc1cc(S(=O)(=O)Nc2cccc(-c3ccc(N4CCOCC4)nn3)c2)c(C)cc1Cl	-27%	10	1%[57.1 µM]	-22%	27%[57.1 µM]
29	CCCc1cc(=O)[nH]c(SCC(=O)Nc2oc(C)c3c(C)n[nH]c(=O)c23)n1	-7%	2	-7%	1%	?
30	Cn1c(=O)c2c(ncn2CC(O)CNc2ccc(Cl)cc2)n(C)c1=O (configuration not stated)	-9%	2	9%[57.1 µM]	3%	11%[57.1 µM]

No.	D2 antag	D2 agonist	PI4K2A inh	TRHR ag
16	-3	-0.5	-2	-0.6
17	-6	0.0	10	0.3
18	-1	-1.1	9	-1.5
19	.	.	-1	.
20	.	.	-5	0.3
21	-18	-1.5	-3	-2.4
22	-10	0.7	1	-0.8
23	-4	1.6	-23	0.0
24	.	-0.1	2	1.5
25	-21	0.7	-9	-0.7
26	.	.	6	.
27	.	.	-7	-0.2
28	.	-0.2	-2	0.3
29	-7	-0.3	-1	-0.4
30	6	-0.8	4	-0.1

Going on with the list:
No.	SMILES	USP1-UAF1 inh	TRHR PAM	TrxR1 substrate	IDH1 R132H inh	rTrxR1 inhibitor
31	Nn1c(SCC(=O)NC2CCCc3ccccc32)nnc1C1CC1 (configuration not stated)	-6%	.	0%	-14%	9%
32	Cc1ccc2c(CC(=O)N(Cc3ccc(Cl)cc3)Cc3ccco3)coc2c1	?	7	-12%	.	50µM*
33	O=C(O)c1cc(-c2ccco2)nn1-c1cccc(Cl)c1	-7%	6	15%	6%	?
34	Cc1oc2c(O)c(O)ccc2c(=O)c1-c1ccc(Cl)cc1	-15%	22	-2%	-5%	1%
35	COc1ccc(C2C(C(=O)Nc3cccc(C)n3)c3ccccc3C(=O)N2C)cc1 (configuration not stated)	4%	1	8%[57.1 µM]	-9%	11%[57.1 µM]
36	O=C1NC(=S)N/C1=C/c1cccc([N+](=O)[O-])c1	?	-3	6%[11.4 µM]	-3%	12%[11.4 µM]
37	O=C(Nc1cc2c3c(c1)CC(=O)N3CCC2)c1ccccc1C(F)(F)F	-16%	-1	9%	2%	18%
38	O=C(Nc1nc2ccc(S(=O)(=O)N3CCCCC3)cc2s1)C1CCCO1 (configuration not stated)	-7%	1	12%[57.1 µM]	4%	-3%[57.1 µM]
39	COc1ccc(C)cc1S(=O)(=O)N(C)CC(=O)NCc1ccco1	4%	1	5%[57.1 µM]	5%	?
40	Cc1ccc(C)c(NC(=O)CN2C(=O)NC(CCc3ccccc3)C2=O)c1 (configuration not stated)	-18%	.	-2%	-1%	8%

No.	D2 antag	D2 agonist	PI4K2A inh	TRHR ag
31	.	.	3	.
32	.	-1.0	-9	-1.4
33	-22	-0.1	4	0.1
34	-3	-3.8	-6	-0.2
35	-32	-0.5	3	0.2
36	-3	0.2	7	-0.4
37	0	-0.5	1	0.1
38	-8	-0.4	0	0.7
39	-4	-0.6	-11	-0.3
40	.	.	-7	.

Among those listed so far, these contain two or more sulfur atoms:
No.	SMILES	USP1-UAF1 inh	TRHR PAM	TrxR1 substrate	IDH1 R132H inh	rTrxR1 inhibitor
6	Cn1c(N)c(C(=O)NCc2ccccc2)sc1=S	-13%	1	-13%	4%	-23%
7	CSc1nsc(NC(=O)Nc2ccccc2)n1	-15%	.	3%	18%	13%
25	CCCS(=O)(=O)N1CCN(S(=O)(=O)c2ccc(F)cc2)CC1	-7%	1	0%	2%	0%
38	O=C(Nc1nc2ccc(S(=O)(=O)N3CCCCC3)cc2s1)C1CCCO1 (configuration not stated)	-7%	1	12%[57.1 µM]	4%	-3%[57.1 µM]

No.	D2 antag	D2 agonist	PI4K2A inh	TRHR ag
6	11	-1.1	-5	2.1
7	.	.	-3	.
25	-21	0.7	-9	-0.7
38	-8	-0.4	0	0.7

Three of the entries above in order of the TRHR ag value, lowest first.
item	structure	TRHR ag
22	CCN(C(=O)c1cn(C)c(=O)c2cc(OC)c(OC)cc12)c1cc(OC)ccc1OC	-0.8
34	Cc1oc2c(O)c(O)ccc2c(=O)c1-c1ccc(Cl)cc1	-0.2
23	Cc1cccc(OCCCC(=O)Nc2ccc(S(N)(=O)=O)cc2)c1	0.0
